TAG inh – triacylglycerol accumulation inhibition. H9c2 cells, Nile Red lipid (TAG) fluorescence; cells loaded with 200 µM oleic acid. AID 651582. inhibition, % at 12.5 µM. actives 0.66% (n = 230,000);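 active = pattern-corrected inhibition of lipid staining of at least 50% with the nuclear-stain viability signal not falling by more than 50%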;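 also: 0% = DMSO wells and 100% = triacsin C control wells; some results filed as inactive read as strong as hits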
TAG inh DAPI viability – recorded beside TAG inh, whose call it bears; DAPI nuclei signal change (viability), lower = more cytotoxic, %;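 whole-well DAPI fluorescence read on a plate reader as a viability signal; minus 50 percent equals half of cells still viable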
* marks the source's active call; other numbers are inactive results.

SMILES	TAG inh	TAG inh DAPI viability
CC1Cc2ccccc2N1C(=O)CSc1nn2c(=O)c(C(C)(C)C)nnc2s1 (stereo not given)	18	-11
Cc1cccc(NC(=O)COc2coc(CN3CCc4ccccc4C3)cc2=O)c1	1	-7
CCCC(=O)Nc1c(C(=O)OCC)oc2ccccc12	-10	10
CCc1c(C(=O)NNC(=S)Nc2ccc(S(=O)(=O)Nc3ncccn3)cc2)csc1C	-5	6
C#CCNC(=O)C1=C[C@@H](c2ccccc2)C[C@@H](OCc2ccc(CO)cc2)O1	-71	-1
Cc1ccc(S(=O)(=O)NN=Cc2c(O)ccc3ccccc23)cc1	9	6
Cc1cccc(C)c1-n1nnnc1C(C)(C)N1CCN(N=O)CC1	2	-9
O=S(=O)(c1cccs1)N1CCC(CO)(Cc2ccc(Cl)cc2)CC1	-2	-14
CCCc1cc(=O)oc2cc(OCc3cccc(OC)c3)c(Cl)cc12	-14	1
NC(=O)COC(=O)c1ccc(S(=O)(=O)N2CCCCCC2)cc1	9	-8
CCOC(=O)N=S(N)(=O)c1ccc(Cl)cc1 (stereo not given)	-1	-5
COc1ccc(CNC(=O)Nc2cccc(C)c2)cc1	-16	-7
COc1ccc(NC(=S)NC(=O)c2ccc3c(c2)OCCO3)cc1	1	2
CN(C)c1nc(-c2ccccc2)ns1	-6	0
COc1cccc(CC2(CO)CCCN(Cc3ccc(C)s3)C2)c1 (stereo not given)	-27	18
CC1(C)Cc2nc3oc4c(=O)n(CC(=O)Nc5ccc(Cl)cc5)cnc4c3cc2CO1	5	-2
O=C(c1ccco1)N1C(=O)c2cccc3cccc1c23	8	3
Cc1nc(-c2ccc(Cl)cc2)sc1C1(C)CC(c2cccc(Cl)c2)=NO1 (stereo not given)	-10	-3
Cc1c(Nc2cc(Cl)c3nonc3c2[N+](=O)[O-])c(=O)n(-c2ccccc2)n1C	102*	95*
Cn1c(N)c(C(=O)COC(=O)COc2ccc3ccccc3c2)c(=O)n(C)c1=O	13	-5
CCOC(=O)/C=C/C(=O)OCC(=O)Nc1ccc([N+](=O)[O-])cc1	-1	4
Clc1ccc(-c2ccnc(Oc3ccc4ccccc4c3)n2)cc1	-15	2
O=C(NCCc1ccc(OC(F)F)cc1)C1CC(=O)N(c2ccc3c(c2)OCCO3)C1 (stereo not given)	25	-5
N#Cc1ccccc1COC(=O)c1cccc(S(=O)(=O)N2CCCC2)c1	-13	8
CC(C)CC(O)C1CCN(C(=O)CCc2nnc(-c3ccccc3)o2)CC1 (stereo not given)	6	-2
O=C(Nc1nnc(-c2ccco2)s1)C1CCCCC1	6	1
CCCn1c(SCC(=O)Nc2cc(S(=O)(=O)N(C)C)ccc2OC)n[nH]c1=O	-6	-1
O=C(c1ccc2c(c1)OCO2)C1CCCN(C(=O)c2cnn(Cc3ccccc3)c2)C1 (stereo not given)	-13	6
Cc1ccc(C(=O)NC(=S)NCc2ccccc2)cc1	-8	-14
O=C(NN1C(=O)c2ccc(-c3ccc4c(c3)C(=O)N(NC(=O)c3cccnc3)C4=O)cc2C1=O)c1cccnc1	13	-4
COc1ccc(Nc2nc(C)cc(C)n2)cc1Cl	4	-1
O=C(O)CC(=O)Nc1ccccc1C(=O)O	8	2
COc1cccc(NC(=O)CN(C)C(=O)Cn2cnc3ccccc3c2=O)c1	-1	-1
O=C(CC1CCCCC1)NCC1CCCO1 (stereo not given)	13	-5
Cc1cc(C(F)F)n2ncc(C(=O)NCCc3ccc(Cl)cc3)c2n1	0	4
COc1ccc(N2CCN(C(=O)c3ccc(CS(=O)(=O)c4ccc(OC)cc4)o3)CC2)cc1	15	-3
CC(C)Cn1c2c(c(O)c(C(=O)Nc3nc4ccccc4s3)c1=O)CCCC2	8	7
O=C(Oc1coc(CSc2ncccn2)cc1=O)c1ccco1	10	-11
Cc1cc(C)c2nc(N(CCCN(C)C)C(=O)c3ccc(S(=O)(=O)N4CC(C)OC(C)C4)cc3)sc2c1 (stereo not given)	15	-1
Cc1cc(N2C(=O)c3ccc(C(=O)Nc4ccc(O)cc4C(=O)O)cc3C2=O)no1	-5	-2
CC(C)=CCCC(C)CN1CCC(N2CCC(C(=O)N3CCCC3)CC2)CC1 (stereo not given)	15	3
COc1ccc(CC(=O)OC(C)CN2CCCC2)cc1 (stereo not given)	6	0
Cc1ccccc1C(=O)NC(=S)Nc1sc2c(c1C#N)CCC(C)C2 (stereo not given)	12	4
Cc1cc(C(=O)COC(=O)c2nn(C)c(=O)c3ccccc23)c(C)n1C	7	-8
CCc1nc2ccccc2n1CC(=O)NC1CCS(=O)(=O)C1 (stereo not given)	1	-2
CCOC(=O)c1c(NC(=O)c2cc(-c3cccc(O)c3)on2)sc(C(C)=O)c1C	32	33
CCOC(=O)N1CCN(C2CCCN(C(=O)c3ccccc3C(F)(F)F)C2)CC1 (stereo not given)	-6	-1
Cc1ccc(NC(=O)CSc2nnc(-c3ccco3)o2)c(C)c1	-11	-5
Cc1nnc(NC(=O)CSc2nnc(Cc3cccn3C)n2-c2ccccc2)s1	4	5
COc1cc(OC)cc(C(=O)N/N=C/c2ccc(OC)c(COc3ccc(F)cc3)c2)c1	15	-6
CCCc1nc2c(=O)[nH]c3ccccc3c2o1	13	-10
Cc1ccc(NC(=O)CNc2cccc(C)c2C)c(C)c1	-2	1
CCOc1ccccc1NC(=O)C1CCCN(C(=O)Nc2ccccc2)C1 (stereo not given)	19	-5
O=C(COc1cccc(F)c1)NNC(=O)Cc1ccc(Br)cc1	15	-8
COCCN1C(=S)NC(c2cccc(C(F)(F)F)c2)C(C(=O)N2CCOCC2)=C1C (stereo not given)	10	-13
Cc1ccc(-c2nc(SC(C)C(=O)NC3CC3)n[nH]2)cc1 (stereo not given)	6	-5
COc1ccc(C(=O)COc2ccccc2C#N)cc1	-4	8
O=C(Nc1ccc(N2CCCCC2)cc1)C1CCCN1S(=O)(=O)c1ccc(F)cc1 (stereo not given)	-2	-3
Cc1cc(-c2nnc3sc(C4CCCCC4)nn23)n[nH]1	17	9
CNC(=S)NNC(=O)c1sc(-c2cc(C)on2)nc1C	6	-2
Other compounds follow.
SMILES	TAG inh	TAG inh DAPI viability
N#CCCN(C(=O)COC(=O)CNC(=O)c1ccc(-c2ccccc2)cc1)c1ccc(F)cc1	1	3
CN1CCN(NC(=S)Nc2ccc(Oc3ccccc3)cc2)CC1	-19	20
N#C/C(=C/C1=C(N2CCOCC2)C(=C/c2ccc(Cl)cc2)/CC1)C(=O)Nc1ccccc1F	-20	-10
C/C(=N\NC(=O)c1c(Cl)c(C)nn1C)c1ccc(NC(=O)C2CCC2)cc1	25	-16
CC(=O)O[C@H]1CC[C@H]2[C@@H]3CCc4cc(O)ccc4[C@H]3CC[C@]12C	3	-10
CCOC(=O)C1=C(C)c2ccccc2OC1(C(=O)OCC)C(C)C (stereo not given)	-9	-7
Cc1ccc2c(C)c(C(=O)N3CCN(Cc4ccccn4)CC3)oc2c1C	-12	10
CCN(CC)CCNC(=O)c1cc([N+](=O)[O-])c(N(C)C)cc1OC	-3	5
COc1ccc(-c2csc(Nc3ccccc3)[n+]2CC(O)c2ccc([N+](=O)[O-])cc2)cc1 (stereo not given)	0	12
O=C(O)/C(=C\c1ccco1)NC(=O)c1ccc(Br)o1	4	1
COc1ccc2[nH]c(C(=O)NCc3ccc4c(c3)OCO4)cc2c1	-11	3
O=C(C1COc2ccccc2O1)N1CCN(c2nc3ccc([N+](=O)[O-])cc3s2)CC1 (stereo not given)	5	0

A run of entries from further up, as a working copy:
SMILES	TAG inh	TAG inh DAPI viability
COc1cc(OC)cc(C(=O)N/N=C/c2ccc(OC)c(COc3ccc(F)cc3)c2)c1	15	-6
CCCc1nc2c(=O)[nH]c3ccccc3c2o1	13	-10
Cc1ccc(NC(=O)CNc2cccc(C)c2C)c(C)c1	-2	1
CCOc1ccccc1NC(=O)C1CCCN(C(=O)Nc2ccccc2)C1 (stereo not given)	19	-5
O=C(COc1cccc(F)c1)NNC(=O)Cc1ccc(Br)cc1	15	-8
COCCN1C(=S)NC(c2cccc(C(F)(F)F)c2)C(C(=O)N2CCOCC2)=C1C (stereo not given)	10	-13
Cc1ccc(-c2nc(SC(C)C(=O)NC3CC3)n[nH]2)cc1 (stereo not given)	6	-5
COc1ccc(C(=O)COc2ccccc2C#N)cc1	-4	8
O=C(Nc1ccc(N2CCCCC2)cc1)C1CCCN1S(=O)(=O)c1ccc(F)cc1 (stereo not given)	-2	-3
Cc1cc(-c2nnc3sc(C4CCCCC4)nn23)n[nH]1	17	9
CNC(=S)NNC(=O)c1sc(-c2cc(C)on2)nc1C	6	-2
N#CCCN(C(=O)COC(=O)CNC(=O)c1ccc(-c2ccccc2)cc1)c1ccc(F)cc1	1	3
CN1CCN(NC(=S)Nc2ccc(Oc3ccccc3)cc2)CC1	-19	20
N#C/C(=C/C1=C(N2CCOCC2)C(=C/c2ccc(Cl)cc2)/CC1)C(=O)Nc1ccccc1F	-20	-10
C/C(=N\NC(=O)c1c(Cl)c(C)nn1C)c1ccc(NC(=O)C2CCC2)cc1	25	-16
CC(=O)O[C@H]1CC[C@H]2[C@@H]3CCc4cc(O)ccc4[C@H]3CC[C@]12C	3	-10
CCOC(=O)C1=C(C)c2ccccc2OC1(C(=O)OCC)C(C)C (stereo not given)	-9	-7
Cc1ccc2c(C)c(C(=O)N3CCN(Cc4ccccn4)CC3)oc2c1C	-12	10
CCN(CC)CCNC(=O)c1cc([N+](=O)[O-])c(N(C)C)cc1OC	-3	5
COc1ccc(-c2csc(Nc3ccccc3)[n+]2CC(O)c2ccc([N+](=O)[O-])cc2)cc1 (stereo not given)	0	12
O=C(O)/C(=C\c1ccco1)NC(=O)c1ccc(Br)o1	4	1
COc1ccc2[nH]c(C(=O)NCc3ccc4c(c3)OCO4)cc2c1	-11	3
O=C(C1COc2ccccc2O1)N1CCN(c2nc3ccc([N+](=O)[O-])cc3s2)CC1 (stereo not given)	5	0

Additional results
SMILES	TAG inh	TAG inh DAPI viability
C[C@@H]1CN([C@H](C)CO)C(=O)c2cc(NC(=O)Nc3ccc(C(F)(F)F)cc3)ccc2O[C@H]1CN(C)S(=O)(=O)c1cccs1	7	-4
COc1cc(CC(=O)OCC(=O)NCc2ccc(C)cc2)cc(OC)c1OC	11	-4
CCNC(=S)N1CCC(C(O)(c2ccccc2)c2ccccc2)CC1	-15	-3
CCN1CCN(c2cc(C)c3cc(NC(=S)N(CC)CC)ccc3n2)CC1	10	16
OC[C@H]1O[C@@H](c2nc(-c3ccccc3Br)no2)[C@H](O)[C@@H]1O	-5	4
COc1cc(CNC(=O)Nc2nc(C(N)c3ccccc3)cs2)cc(OC)c1OC (stereo not given)	23	-1
COc1ccc(OC)c(NC(=O)CNC(=O)Cn2ccc3ccccc3c2=O)c1	-11	-6
CCOC(=O)c1c(C)[nH]c(C)c1C(=O)COC(=O)c1sccc1C	8	9
O=C(Cc1c[nH]c2ccccc12)Nc1nccs1	11	4
CC1CCCCC1NC(=O)C1CCC(CNS(=O)(=O)c2ccc3c(c2)C(C)(C)C(=O)N3C)CC1 (stereo not given)	22	-11
N#CC1=C(N)Oc2cc(N)ccc2C1c1ccc(F)cc1F (stereo not given)	-22	0
CN(C)c1ccc(C2CC(=O)C=C(Nc3ccccc3N)C2)cc1 (stereo not given)	4	7
O=C(c1ccc(S(=O)(=O)N2CCCC2)cc1)N1CCCCC1	4	3
C[C@H](CO)N1C[C@H](C)[C@@H](CN(C)C(=O)Nc2ccc(C(F)(F)F)cc2)Oc2c(NC(=O)CCC(F)(F)F)cccc2C1=O	-10	-3
COc1ccc(CCNC(=O)c2ccc(C)s2)cc1OC	-11	1
Cc1cc(-c2cc(-c3ccc(Cl)cc3)nc(N)c2C#N)co1	5	13
O=C(NNC(=S)Nc1ccc(F)cc1)[C@H]1C[C@@H]1c1ccccc1	1	-3
O=C(Nc1ccccc1)c1cc(C2CCCCN2S(=O)(=O)Cc2cccc(C(F)(F)F)c2)on1 (stereo not given)	-8	3
CC1(C)CC(=O)C=C(c2ccc(-c3cccc(C(N)=O)c3)cc2)C1=O	2	1
Cc1ccc(Cn2cccc(NC(=O)c3ccco3)c2=O)cc1	-194	4

Screening data: PubChem BioAssay, Sanford-Burnham Center for Chemical Genomics

These rows are one share of the data (hit frequency here may not be typical).
